TDP2 inh = blocks human TDP2 phosphodiesterase activity. O95551. recombinant TDP2, T5PNP hydrolysis, p-nitrophenol absorbance 415 nm. inhibition, % at 12.8 µM. 370,000 compounds, 0.34% hits. AID 720702;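 active = inhibition above the mean of all tested compounds plus 3 SD, set per campaign, cut at about 25% in these data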;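 also: 0% = DMSO with enzyme and 100% = buffer with substrate but no TDP2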
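System: recombinant human TDP2 / Amount: 120 nM TDP2 per well / Also added: 5 mM T5PNP chromogenic substrate / Doses: 12.8 µM single point, 1% DMSO / Incubation: 2 h at 37 °C / Detection: p-Nitrophenol epi absorbance / Evaluation: % inhibition relative to enzyme-containing and enzyme-free wells / Repeats: singlicate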
PG9 Ab binder = small molecules binding HIV-1 gp120 antibody PG9; AID 624416; TR-FRET gp120-PG9 antibody binding; 360,000 compounds, 0.43% hits; inhibition, % at 6.7 µM; in the data active = inhibition above about 8.5%
HTRA1 inh = inhibitors of human serine peptidase HTRA1. recombinant HTRA1, FP-rhodamine activity-based probe, fluorescence polarization. inhibition, % at 5.96 µM. 340,000 compounds, 0.5% hits; in the data active = inhibition above about 36%;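 also: 0% = enzyme with DMSO and 100% = wells lacking enzyme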
UHRF1 binding = human UHRF1 methylated DNA binding inhibitors; AID 687016; 370,000 compounds, 0.75% hits; inhibition, % at 4.4 µM; Q96T88; UHRF1 binding to methylated oligo, TR-FRET; in the data active = inhibition above about 21%;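 also: UHRF1 SRA domain binding a hemimethylated CpG hairpin DNA probe; 0% = median of test compound wells and 100% = reference inhibitor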
Target sequence (Q96T88 whole entry, looked up, the tested form may be a part): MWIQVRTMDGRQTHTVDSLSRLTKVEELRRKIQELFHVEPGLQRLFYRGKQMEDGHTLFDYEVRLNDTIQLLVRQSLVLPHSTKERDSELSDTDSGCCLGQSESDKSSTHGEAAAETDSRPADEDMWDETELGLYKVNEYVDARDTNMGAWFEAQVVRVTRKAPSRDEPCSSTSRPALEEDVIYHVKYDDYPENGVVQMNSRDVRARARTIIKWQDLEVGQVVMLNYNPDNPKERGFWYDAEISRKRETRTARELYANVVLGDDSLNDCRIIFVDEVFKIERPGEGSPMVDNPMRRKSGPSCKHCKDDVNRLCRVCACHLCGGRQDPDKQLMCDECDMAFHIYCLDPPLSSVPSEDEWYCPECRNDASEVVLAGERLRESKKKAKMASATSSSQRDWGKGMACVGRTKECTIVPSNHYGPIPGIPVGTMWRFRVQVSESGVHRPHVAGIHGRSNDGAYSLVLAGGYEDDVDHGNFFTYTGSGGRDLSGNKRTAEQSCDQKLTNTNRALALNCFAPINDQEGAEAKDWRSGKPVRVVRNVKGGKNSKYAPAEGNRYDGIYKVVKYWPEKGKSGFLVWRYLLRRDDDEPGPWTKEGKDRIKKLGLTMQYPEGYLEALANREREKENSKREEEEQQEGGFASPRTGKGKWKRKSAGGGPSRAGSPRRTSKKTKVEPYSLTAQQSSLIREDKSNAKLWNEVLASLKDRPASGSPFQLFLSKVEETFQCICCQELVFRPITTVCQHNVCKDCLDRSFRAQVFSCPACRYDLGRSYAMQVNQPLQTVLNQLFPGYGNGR
Tn7 DDE FP = inhibitors of Tn7 peptide binding to human fibrin DD(E). AID 720508. inhibition, % at 8.3 µM. 370,000 compounds, 0.13% hits. FP displacement of FITC-Tn7 peptide from fibrin DD(E); 0% = median of compound wells per plate. P02675;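 active = inhibition above the mean of compounds falling within the control limits plus 3 SD of them, cut at about 14% in these data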;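 also: 0% = plate median of compound wells and 100% = 10 µM Aha-Tn7 peptide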
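Assay system: human fibrin DD(E) protein / Input: 2 µM fibrin DD(E) / Benchmarks: high control of 10 µM Aha-Tn7 peptide / Measured by: fluorescence polarization of the labelled Tn7 tracer / Medium: Tris buffer with calcium and detergent, pH 7.8 / Timing: 10 min compound pre-incubation, 3 h probe incubation at room temperature / Repeats: one replicate per compound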
SIAE inh = inhibitors of human sialic acid acetylesterase SIAE; inhibition, % at 9.66 µM; Q9HAT2; SIAE FP-Rh probe binding, fluorescence polarization; 370,000 compounds, 0.69% hits; AID 1053197;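 active = inhibition above a cutoff: mean of compounds within the control limits plus 3 SD of those, cut at about 17% in these data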;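 also: 0% = plate median of compound wells and 100% = probe without SIAE protein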
mABHD4 FP = inhibits mouse alpha/beta hydrolase domain 4. Q8VD66. purified mABHD4, FP-Rh probe fluorescence polarization. inhibition, % at 8.92 µM. 370,000 compounds, 0.54% hits. AID 720543;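 active = inhibition exceeding the mean over every tested compound plus 3 SD, cut at about 30% in these data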;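 also: 0% = plate median of compound wells and 100% = S159A mutant with DMSO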
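assay system = mABHD4 protein | compound dosing = single nominal dose of 8.92 µM, 0.89% DMSO final | read-out basis = percent inhibition of probe binding, normalized to plate controls | schedule = Enzyme–compound pre-incubation 45 min, then probe 60 min, both 25 °C | detection = fluorescence polarization, excitation 525 nm, emission 598 nm, BODIPY TMR filters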
LEDGF integ inh = blocks HIV-1 LEDGF/p75-dependent DNA integration; TR-FRET IN-LEDGF/p75 DNA integration, Eu/Cy5; inhibition, % at 3.7 µM; 370,000 compounds, 0.64% hits;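 active = inhibition above the screen-wide mean plus 3 SD, cut at about 13% in these data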;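 also: signal is the Cy5 over europium emission ratio at 671 and 618 nm; 0% = plate median of compound wells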
TCR CD3 inh = inhibitors of human TCR-CD3 interaction | TAMRA-labeled TCR probe fluorescence, biochemical | inhibition, % at 9.4 µM | 360,000 compounds, 0.37% hits | AID 651800; in the data active = inhibition above about 19%;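 also: recombinant mutant TCR 2C K166C tagged with TAMRA read by polarization; 0% = receptor in buffer alone and 100% = receptor with positive control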
PRMT1 inh = inhibitors of human PRMT1; Q99873; recombinant PRMT1, activity-based probe fluorescence polarization; inhibition, % at 2.79 µM; 370,000 compounds, 1.3% hits;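 active = inhibition above about 21% made by adding two undisclosed values, limit read from the data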
The depositor's hits bear a star; · = not tested or not shown.

1. O=C(CCc1nc2ccccc2c(=O)[nH]1)N1CCN(S(=O)(=O)c2cccc([N+](=O)[O-])c2)CC1
2. CN=C(N)NCCC[C@H](N)C(=O)O
3. Cc1nn(C)c2ncc(C(=O)c3cc(F)ccc3O)cc12
4. C=CCNC(=O)[C@H]1N2C(=O)c3ccccc3C2SC1(C)C (some centres not stated)
5. COC(=O)C[C@H]1CC[C@@H]2[C@H](COc3ccc(NC(=O)NCc4ccccc4)cc3C(=O)N2C)O1
6. CCOc1ccccc1C(=O)N/N=C/c1coc2ccc(C)cc2c1=O
7. CCOC(=O)C1CCCN(C(=O)C(CCSC)NC(=O)COc2ccccc2)C1 (configuration not stated)
8. COc1cc2c(c(OC)c1OC)[C@@]1(c3ccccc3)CCCCC[C@H]1[C@@H]2NC(=O)C(F)(F)F

Screen / compound no.	1	2	3	4	5	6	7	8
TDP2 inh	11	-5	-15	1	3	-11	-4	1
PG9 Ab binder	-0.3	-0.4	-1.2	0.7	·	-1.6	1.7	-2.4
HTRA1 inh	-7	5	2	0	·	-5	4	·
UHRF1 binding	-3	-2	-1	2	5	-4	1	-2
Tn7 DDE FP	-1	8	3	9	5	4	1	3
SIAE inh	0	5	9	2	5	6	12	-8
mABHD4 FP	2	-5	-2	8	12	2	3	-13
LEDGF integ inh	1	2	-2	-3	3	3	-3	0
TCR CD3 inh	0	3	4	-5	·	6	0	0
PRMT1 inh	5	-6	1	5	-3	1	-1	-3

9. O=C(NCCC1=CCCCC1)c1coc(=O)c(Br)c1
10. CN1C(=O)/C(=C/c2ccc(OCc3ccc(F)cc3)cc2)N(C)C1=S
11. Cc1c(C(=O)NCCNc2ncc(C(F)(F)F)cc2Cl)cccc1[N+](=O)[O-]
12. CCN(CC)c1ccc(CN2CCC(C(=O)NCc3ccc(C)cc3)CC2)cc1
13. O=C(CCCOc1ccc(Cl)cc1Cl)N/N=C\C1CCCCC1
14. CCOC(=O)C1CCN(C(=O)CSc2c3c(nc4ccccc24)CCC3)CC1
15. O=C1C2C3C=CC(C3)C2C(=O)N1c1ccc2c(c1)OCO2 (configuration not stated)
16. O=c1[nH]n(-c2ccc(Cl)cc2)c2ncccc12

Screen / compound no.	9	10	11	12	13	14	15	16
TDP2 inh	-1	20	10	-3	6	-3	-8	6
PG9 Ab binder	46*	-3.4	0.2	-1.9	1.7	-1.7	-1.0	-3.6
HTRA1 inh	0	8	-2	6	-6	-5	4	1
UHRF1 binding	-1	0	0	-1	-1	8	0	-3
Tn7 DDE FP	-4	0	3	0	4	5	-2	5
SIAE inh	1	2	9	2	4	-7	3	1
mABHD4 FP	6	2	2	10	-5	5	4	5
LEDGF integ inh	-1	-1	1	4	-1	-1	1	-2
TCR CD3 inh	4	11	4	10	-3	3	-3	-1
PRMT1 inh	-2	-2	-1	0	-2	-1	0	-1

Limited to SIAE inh, for some of the entries so far:
nr | Compound | SIAE inh
16 | O=c1[nH]n(-c2ccc(Cl)cc2)c2ncccc12 | 1
13 | O=C(CCCOc1ccc(Cl)cc1Cl)N/N=C\C1CCCCC1 | 4

Carrying on.
17. CC(C(=O)Nc1sc2c(c1C(=O)NCc1ccco1)CCCC2)N1C(=O)c2ccccc2C1=O (configuration not stated)
18. CC1CCCCC12NC(=O)N(CC(=O)NCCc1c[nH]c3ccccc13)C2=O (configuration not stated)
19. CCOC(=O)N1CCN(C(=O)NC2CCCCC2)CC1
20. Cc1cc(C)c(C(=O)N2CCC(N3CCC(C(=O)NC(C)C)CC3)CC2)o1
21. COCCN(CC(=O)NC1CCCCC1)C(=O)/C=C/C(=O)c1ccc(OC)cc1O
22. CC(C)(C)NC(=O)C(CCc1ccccc1)n1c(=O)c(-c2cc3ccccc3[nH]2)nc2ccccc21 (configuration not stated)
23. CC(C)n1nnnc1SCC(=O)NCc1ccco1
24. CSc1cccc(NC(=O)COc2cccc3ccccc23)c1

Screen / compound no.	17	18	19	20	21	22	23	24
TDP2 inh	6	3	-9	-4	4	-1	-7	-7
PG9 Ab binder	0.9	0.6	-2.0	-1.6	2.4	0.7	0.6	-4.7
HTRA1 inh	-3	-2	4	-1	1	·	1	-2
UHRF1 binding	-1	1	0	1	2	-2	0	0
Tn7 DDE FP	2	4	-1	-5	-9	-1	2	1
SIAE inh	-1	1	1	4	1	-13	-1	-4
mABHD4 FP	1	3	0	2	9	-14	2	-16
LEDGF integ inh	-1	0	0	-5	-5	-1	1	1
TCR CD3 inh	-3	1	5	7	-1	-1	-1	6
PRMT1 inh	-1	-2	2	3	21	-2	6	2

25. CCCCN1CC(N2CCN(C3CCN(C)CC3)CC2)CS1(=O)=O (configuration not stated)
26. O=C(CN(C(=O)CCC(=O)Nc1ccccn1)c1ccc2c(c1)OCO2)NCc1ccco1
27. O=S(=O)(c1ccc(F)cc1)N1CCN(CC(O)COCC2CCCO2)CC1 (configuration not stated)
28. CC1CCCN(S(=O)(=O)CCNC(=O)c2ccccc2)C1 (configuration not stated)
29. NC1=NC(=O)/C(=C/c2ccc(Cl)cc2Cl)S1
30. CN(C)S(=O)(=O)c1cccc(NC(=S)N2CCc3ccccc32)c1
31. N#Cc1ccc(CSc2nnc3[nH]c(=O)cc(N)n23)cc1
32. CC1(C(=O)NS(=O)(=O)c2cccc(OC(F)F)c2)CCN1C(=O)c1cccc(F)c1 (configuration not stated)

Screen / compound no.	25	26	27	28	29	30	31	32
TDP2 inh	-6	0	-2	0	-13	-4	5	14
PG9 Ab binder	-0.4	-1.6	-2.2	-0.8	-0.6	0.1	-2.5	-0.9
HTRA1 inh	·	6	0	5	-1	-1	1	·
UHRF1 binding	0	-1	4	-2	0	2	1	1
Tn7 DDE FP	3	3	-3	-3	3	1	-5	-3
SIAE inh	-3	6	-6	0	-1	-4	-1	-2
mABHD4 FP	6	3	9	2	-1	6	5	7
LEDGF integ inh	-2	-2	11	5	-1	1	3	0
TCR CD3 inh	0	6	-1	1	6	1	7	3
PRMT1 inh	4	1	-4	2	1	6	-1	-2

33. CCOC(=O)c1cnc2ccccc2c1NCCO
34. CCOc1ccccc1-n1nnnc1SCC(=O)N1CCCC1=O
35. CC(C)N1CCCCC(NC(=O)c2ccc3ccccc3c2)C1=O (configuration not stated)
36. COC(=O)c1c(NC(=O)c2ccco2)sc(C)c1C
37. O=C(/C=C/c1cccc(Cl)c1)NNC(=O)c1ccncc1
38. Cc1cc(C(=O)OCC(=O)N2CC(C)OC(C)C2)c(C)n1-c1ccccc1 (configuration not stated)
39. Cc1ccc(/C=C/C(=O)O)cc1S(=O)(=O)NCc1ccco1
40. Cc1cc(C)n(CCNCc2c(C(=O)N3C[C@@H](C)O[C@@H](C)C3)nc3ccc(Cl)cn23)n1

Screen / compound no.	33	34	35	36	37	38	39	40
TDP2 inh	9	6	8	-1	12	-3	9	-2
PG9 Ab binder	1.4	1.0	·	1.4	-0.2	-0.6	-3.6	-0.8
HTRA1 inh	0	6	·	1	-3	7	1	1
UHRF1 binding	-2	1	-3	1	1	1	2	-4
Tn7 DDE FP	-1	12	-7	-5	-6	4	-7	-8
SIAE inh	-3	-7	-1	0	8	-1	-4	-1
mABHD4 FP	2	7	6	4	3	7	-2	-4
LEDGF integ inh	2	1	1	2	0	1	5	8
TCR CD3 inh	4	4	·	-2	2	6	-1	-2
PRMT1 inh	-1	-2	1	3	2	0	1	-4

For convenience, part of the list above:
1. O=C(CCc1nc2ccccc2c(=O)[nH]1)N1CCN(S(=O)(=O)c2cccc([N+](=O)[O-])c2)CC1
2. CN=C(N)NCCC[C@H](N)C(=O)O
3. Cc1nn(C)c2ncc(C(=O)c3cc(F)ccc3O)cc12
4. C=CCNC(=O)[C@H]1N2C(=O)c3ccccc3C2SC1(C)C (some centres not stated)
5. COC(=O)C[C@H]1CC[C@@H]2[C@H](COc3ccc(NC(=O)NCc4ccccc4)cc3C(=O)N2C)O1
6. CCOc1ccccc1C(=O)N/N=C/c1coc2ccc(C)cc2c1=O

Screen / compound no.	1	2	3	4	5	6
TDP2 inh	11	-5	-15	1	3	-11
PG9 Ab binder	-0.3	-0.4	-1.2	0.7	·	-1.6
HTRA1 inh	-7	5	2	0	·	-5
UHRF1 binding	-3	-2	-1	2	5	-4
Tn7 DDE FP	-1	8	3	9	5	4
SIAE inh	0	5	9	2	5	6
mABHD4 FP	2	-5	-2	8	12	2
LEDGF integ inh	1	2	-2	-3	3	3
TCR CD3 inh	0	3	4	-5	·	6
PRMT1 inh	5	-6	1	5	-3	1

The list goes on:
41. O=c1[nH]n(-c2ccccn2)c(=O)c2ccccc12
42. COc1ccccc1CCC(=O)OCC(=O)Nc1cccc(S(=O)(=O)N2CCOCC2)c1
43. O=C(O)CCn1c2ccccc2c2nc3ccccc3nc21
44. Cc1ccc(S(=O)(=O)Nc2ccncc2)c(C)c1
45. Cn1c(SCC(=O)Nc2ccccc2)nc(O)cc1=O
46. Cc1cc(C)nc(SCC(=O)O)n1
47. COCCNC(=O)C(c1ccc(C)cc1)N(C(=O)CCC(=O)Nc1ccccn1)c1ccccc1C (configuration not stated)

Screen / compound no.	41	42	43	44	45	46	47
TDP2 inh	5	-2	0	-12	5	6	3
PG9 Ab binder	-0.3	0.4	0.9	-1.1	0.4	-0.3	0.0
HTRA1 inh	8	-10	-1	5	-3	-3	-6
UHRF1 binding	1	3	-3	7	1	-1	2
Tn7 DDE FP	2	-9	3	3	5	0	-3
SIAE inh	-1	-2	2	-13	10	0	-2
mABHD4 FP	8	1	-1	0	-13	7	2
LEDGF integ inh	-1	0	2	-5	0	-1	-1
TCR CD3 inh	3	-6	6	6	3	3	0
PRMT1 inh	1	1	4	1	-1	-4	1

Results in sequence from the entries so far.
Nos. 31–35 in mABHD4 FP, in turn: 5, 7, 2, 7, 6
Nos. 31–35 in PRMT1 inh, in turn: -1, -2, -1, -2, 1
